# POLK inh: blocks human DNA polymerase kappa activity. purified Pol kappa, fluorescent DNA synthesis assay, 10 min. AID 588579. Potency, µM (titrated, usually from 107 µM), for inactives: top-dose activity, negative = inhibition, most hits filed as inhibitors. Q9UBT6. 0.53% of 400,000 active; also: potency is read from the fitted curve at half-maximal effect; % is scaled to controls: 0 for no effect and ±100 for the full control effect
#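 Pol kappa 10 nM + cpd, 15 min RT; start w/ substrate 50 nM final; fluorescence kinetic read, 0 and 10 min. Neg ctrl: buffer, no enzyme.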
# APEX1 inh: APE1 (human) endonuclease inhibition; P27695; recombinant APE1, TAMRA/BHQ-2 abasic DNA cleavage fluorescence; Potency, µM (doses to about 65.8 µM), inactives show at the highest dose activity change, negative = inhibition, hits mostly inhibitors; 0.35% of 350,000 active;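 also: potency is read from the fitted curve at half-maximal effect; plate controls were vehicle for no effect and reference inhibitor for full effect; nearly all actives have a fitted effect of over 55% in size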
#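 Substrate: short duplex with […] THF abasic site, 5'-TAMRA and 3'-BHQ-2, 50 nM final. APE1 at 0.75 nM, preincubated 15 min RT with compound. Fluorescence increase from first to third read measured activity.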
# TRHR ag: agonists of human TRH receptor; P34981; TRHR cells, calcium flux fluo-8, FDSS agonist mode; activation, % at 2 µM; 0.18% of 360,000 active; in the data active = activation above about 30%; also: 0% is about no effect
# Target sequence (P34981 whole entry, looked up): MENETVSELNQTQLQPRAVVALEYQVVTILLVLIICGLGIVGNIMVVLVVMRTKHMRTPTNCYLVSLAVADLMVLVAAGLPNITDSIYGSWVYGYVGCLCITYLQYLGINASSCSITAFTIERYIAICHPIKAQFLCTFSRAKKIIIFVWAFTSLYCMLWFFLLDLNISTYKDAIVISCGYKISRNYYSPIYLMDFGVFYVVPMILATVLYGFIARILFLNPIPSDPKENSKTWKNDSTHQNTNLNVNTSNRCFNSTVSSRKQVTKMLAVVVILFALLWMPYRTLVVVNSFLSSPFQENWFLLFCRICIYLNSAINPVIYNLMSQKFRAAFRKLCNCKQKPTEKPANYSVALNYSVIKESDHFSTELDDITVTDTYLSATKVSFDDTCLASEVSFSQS
#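 Fluo-8-loaded TRHR cells; 10 s baseline, compound added, kinetic Ca2+ fluorescence read 1/s, agonist mode.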
# ERG Ets-DNA blk: inhibitors of human ERG Ets domain-DNA interaction. Potency, µM (titrated, usually from 76.9 µM), inactives show at the highest dose FP activity, negative = inhibition, usual class: inhibitors. fluorescence polarization, His-ERG Ets domain / labelled DNA. P11308. 0.028% of 370,000 active; active = well fitted inhibition curve with a large enough effect in the polarisation, with a control signal flat; inconclusive = small, poorly fitted or top-dose-only effect, or effect the other way, or a change in a side signal; inactive = no such curve, though single readings can be large or run the other way; the % refers to the polarisation;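 also: polarization taken with two DNA probes labelled with fluorescein and Texas red; potency is read from the fitted curve at half-maximal effect; % of control where 0% means no effect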
#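 His-tagged ERG Ets domain (1 uM in the protein solution; 300mM KCl, 50mM Tris-HCl, 1mM EDTA, 1mM DTT, pH 7.5) received compound, then a probe mix of 5 nM fluorescein-DNA and 100nM Texas-615-DNA. Fluorescence polarization was read for both dyes.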
# 12-LOX inh: blocks human arachidonate 12S-lipoxygenase; AID 1671190; Potency, µM (top dose mostly 108 µM), for inactives: at the highest dose activity change, negative = inhibition, most hits filed as inhibitors; 1.1% of 580,000 active; P18054; purified 12hLO, xylenol orange hydroperoxide absorbance; also: potency is read from the fitted curve at half-maximal effect; % is scaled to controls: 0 for no effect and ±100 for the full control effect
#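 Purified human 12hLO (150 nM final) in 25 mM Hepes, 0.01% Triton X-100, pH 7.0 was preincubated 15 min at room temperature with compound. Then 40 uM arachidonic acid was added, 30 min. Hydroperoxide was read by Fe-XO absorbance ratio 573/405 nm.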
# Anesthetic bind: binds horse apoferritin like a general anesthetic. 0.074% of 350,000 active. P02791. Potency, µM (top dose mostly 77.5 µM), for the others: top-dose activity change, negative = displacement, hits mostly inhibitors. apoferritin/1-aminoanthracene competitive binding, fluorescence; also: potency is read from the fitted curve at half-maximal effect; % is scaled to controls: 0 for no effect and ±100 for the full control effect; nearly all actives have a fitted effect of over 20% in size
#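 In PBS, apoferritin at 10 uM is loaded with 1-AMA from a 50% saturated solution. After 10 min of compound exposure at ambient temperature, reduced 535 nm fluorescence indicates probe displacement.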
# POLI inh: blocks human DNA polymerase iota activity. Q9UNA4. Pol iota fluorescent replication assay, 10 min. Potency, µM (titrated, usually from 115 µM), for the others: at the top dose activity, negative = inhibition, usual class: inhibitors. 1% of 390,000 active. AID 588590; also: potency is read from the fitted curve at half-maximal effect
# Target sequence (Q9UNA4 whole entry, looked up): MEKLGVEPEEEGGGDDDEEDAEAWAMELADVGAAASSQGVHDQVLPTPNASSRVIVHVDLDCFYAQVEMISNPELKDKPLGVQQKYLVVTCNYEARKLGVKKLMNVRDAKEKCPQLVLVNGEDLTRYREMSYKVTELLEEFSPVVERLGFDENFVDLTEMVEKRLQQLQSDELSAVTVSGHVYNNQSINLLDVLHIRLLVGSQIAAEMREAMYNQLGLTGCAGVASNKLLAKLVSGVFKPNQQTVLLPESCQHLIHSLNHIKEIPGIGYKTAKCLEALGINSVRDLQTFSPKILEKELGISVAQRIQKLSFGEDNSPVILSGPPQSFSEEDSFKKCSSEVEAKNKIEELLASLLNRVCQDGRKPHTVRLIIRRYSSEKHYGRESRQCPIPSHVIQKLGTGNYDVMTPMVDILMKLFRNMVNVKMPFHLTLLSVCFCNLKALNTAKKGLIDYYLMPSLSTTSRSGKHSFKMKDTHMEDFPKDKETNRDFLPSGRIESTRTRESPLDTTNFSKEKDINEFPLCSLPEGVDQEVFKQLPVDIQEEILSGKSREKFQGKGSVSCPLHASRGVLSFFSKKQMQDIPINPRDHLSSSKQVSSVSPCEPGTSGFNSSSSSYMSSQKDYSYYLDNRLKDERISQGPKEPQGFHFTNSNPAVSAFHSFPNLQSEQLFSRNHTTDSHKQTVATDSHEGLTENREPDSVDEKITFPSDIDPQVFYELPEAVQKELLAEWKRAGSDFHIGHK
#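 Fluorescent replication assay read twice, at 0 min and 10 min after adding 50 nM (final) substrate. Enzyme (10 nM) and compounds were first incubated 15 min at room temperature; enzyme-free buffer wells were negative controls.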
# BLM helicase inh: inhibitors of human Bloom syndrome helicase BLM; AID 2528; recombinant BLM DNA unwinding, fluorescence dequenching; Potency, µM (doses to about 56.1 µM), for the others: top-dose activity change, negative = inhibition, usual class: inhibitors; 0.2% of 350,000 active; P54132;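 also: potency is read from the fitted curve at half-maximal effect; plate controls were vehicle for no effect and no enzyme for full effect; nearly all actives have a fitted effect of over 35% in size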
# POLB inh: blocks human DNA polymerase beta activity. AID 485314. Potency, µM (highest dose often 114 µM), for inactives: top-dose activity change, negative = inhibition, most hits filed as inhibitors. 1.3% of 340,000 active. P06746. Pol beta primer extension/strand displacement, fluorescence kinetic; also: potency is read from the fitted curve at half-maximal effect; % is scaled to controls: 0 for no effect and ±100 for the full control effect
#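 Enzyme-only controls used 10 nM Pol beta; buffer lacking enzyme served as negative control. Compound preincubated 15 min, then 50 nM substrate added; 0 and 10 min reads at room temperature.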
# * marks the source's active call; other numbers are inactive results; u = inconclusive; x = no result given; & = joins results of further samples; [ ] = dose if it differs, or a comment. Unless noted, calls follow the shape of the dose curve; as a rule, active = well fitted curve in the direction sought with a large enough effect; inconclusive = small, poorly fitted or top-dose-only effect, or another doubt; inactive = no such curve, though single readings can be large; an effect the other way counts as inactive or inconclusive.
SMILES,POLK inh,APEX1 inh,TRHR ag,ERG Ets-DNA blk,12-LOX inh,Anesthetic bind,POLI inh,BLM helicase inh,POLB inh
O=C(/C=C/c1cccc([N+](=O)[O-])c1)N1CCN(c2ccc(F)cc2)CC1,-6%,-8%,-1.4,7%,-2%,-1%,80%[activator],-12%,40%
CCOc1ccc(NC(=O)c2ccc3c(c2)CCN3S(C)(=O)=O)cc1,-18%,9%,-0.5,3%,-8%,-4%,-8%,0%,-1%
CCc1nnc(NC(=O)CN2C(=O)c3ccccc3C2=O)s1,7%,15%,-0.1,0%,-8%,-16%,0%,-3%,14%
Cc1cc(C)n(-c2cc(N3CCN(C(=O)c4cccc(Br)c4)CC3)ccc2[N+](=O)[O-])n1,-14%,0%,-0.1,1%,-3%,-23%,u,-6%,-15%
COc1ccc(CNC(=O)CN2N=C(c3ccc(Cl)cc3)CCC2=O)cc1,-6%[60.1 µM],x,-1.4,1%,-24%,u,4%,-4%,1%
COc1ccc(C(=S)N2CCN(c3ccccc3C)CC2)cc1,-14%,5%,0.5,1%,29%,3%,-7%,-10%,4%
CC1(C)CC2C1CCC1(O)CC2(C)CCC1N(O)c1ccc(C(=O)NCCO)cn1 (stereo not drawn),4%,44%,0.3,8%,1%,x,20%,x,x
CCOc1cc(/C=C/C(=O)O)ccc1OCCOc1ccccc1,-9%,15%,0.1,4%,-1%,-12%,27%,-3%,31%
OCC1OC(n2cnc3c(Cl)nc(Cl)nc32)C(O)C1O (stereo not drawn),2%[60.1 µM],3%,x,x,x,-6%,x,-3%,x
CCN(CC)CCCOC(=O)c1ccc(OC)cc1O,6%,14%,0.6,6%,u,-3%,65%[activator],-9%,50%
CCCCCCC(=O)Nc1cc2nc3c(nc2cc1C)c(=O)n(C)c(=O)n3C,7%,x,-1.0,-6%,-20%,7%,10%,1%,-1%
CCOc1ccc(NC(=O)Cc2ccc(NC(=O)N3CCCCc4ccccc43)cc2)cc1,0%,x,-0.1,-3%,-20%,-2%,5%,-7%,52%
O=C(Nc1nc(-c2cc(Cl)sc2Cl)cs1)c1cccs1,4%,10%,1.5,0%,-18%,-19%,u,-7%,0%
Cc1cc(C)c(NC(=O)Cn2ccn(-c3cccc(Cl)c3)c(=O)c2=O)c(C)c1,4%,x,-0.1,11%,-35%,-4%,u,0%,13%
Cc1oc(/C=N/NC(=O)CN(c2ccccc2Br)S(C)(=O)=O)cc1Br,-16%,-8%,0.2,-10%,-20%,-22%,-2%,-11%,1%
Cc1c(Br)c([N+](=O)[O-])nn1CC(=O)NCc1ccccc1,-2%,0%,0.5,-6%,68%[activator],-17%,32%[activator],0%,-26%
CC(C)N(Cc1nc(-c2ccc(Cl)cc2)no1)C(=O)C(c1ccccc1)c1ccccc1,-8%,-2%,1.5,7%,-13%,-6%,14%,-12%,9%
Cc1ccc(CN(C)C(=O)C2CCCN2C(=O)c2cccs2)o1 (stereo not drawn),-8%,3%,1.1,-7%,5%,-12%,8%,1%,16%
COc1cc2c(-c3ccc4c(c3)OCO4)c(-c3ccsc3)oc(=O)c2cc1OC,-9%,-20%,x,7%,-8%,x,-2%,x,x
O=C1CC(N2CCN(C(c3ccccc3)c3ccccc3)CC2)C(=O)N1Cc1ccc(N2CCCC2=O)cc1 (stereo not drawn),-6%,-5%,0.5,1%,2%,-4%,-3%,-7%,13%
CC(=O)Nc1cccc(C(=O)OC(C(=O)c2ccc(C)cc2)c2ccccc2)c1 (stereo not drawn),-19%,-10%,-0.7,4%,u,u,-2%,-12%,3%
O=C(NCCN1CCN(c2ccccc2)CC1)C1CCN(S(=O)(=O)N2CCOCC2)CC1,-8%,1%,0.3,-4%,1%,-9%,4%,1%,17%
Cc1ccccc1OCc1ccc(C(=O)N2CC(C)OC(C)C2)o1 (stereo not drawn),3%,10%[12.4 µM],-1.1,-16%,23%,0%,32%[activator],-12%,9%
CC1=CC(=O)C=C(C)C1=NOC(=O)c1cccc([N+](=O)[O-])c1,-4%,1%,0.9,3%,0%,-21%,25%,-1%,6%
CC(C)Cn1cnc2c(c1=O)c1nc3ccccc3nc1n2Cc1ccc2c(c1)OCO2,x,-5%,-0.4,x,x,8%,x,-7%,23%
N#Cc1ccc(OCC(=O)NC2=NCCS2)cc1,-1%,-9%,-0.1,0%,-14%,0%,107%[activator],-1%,-5%
CCOP(=O)(CN(CC)C(=O)c1ccccc1Br)OCC,-9%,2%,-0.2,1%,0%,-10%,5%[58.9 µM],-3%,13%
CCc1ccc(NC(=O)N(C2CCCCC2)C(C)c2cccnc2)cc1 (stereo not drawn),0%,-3%,1.0,-6%,6%,-20%,-12%,-6%,7%
Cc1c(Cl)cnc(NC(=O)CSc2nncs2)c1Cl,-12%,4%,-0.1,-2%,-7%,-1%,0%,-13%,2%
O=C(Cc1ccc(-c2ccccc2)cc1)NC1CCCC1,-7%,-9%,-0.4,-4%,0%,-3%,-9%,-3%,27%

# 4 of the compounds above, with the structure last.
POLK inh | APEX1 inh | TRHR ag | ERG Ets-DNA blk | 12-LOX inh | Anesthetic bind | POLI inh | BLM helicase inh | POLB inh | structure
2%[60.1 µM] | 3% | x | x | x | -6% | x | -3% | x | OCC1OC(n2cnc3c(Cl)nc(Cl)nc32)C(O)C1O (stereo not drawn)
6% | 14% | 0.6 | 6% | u | -3% | 65%[activator] | -9% | 50% | CCN(CC)CCCOC(=O)c1ccc(OC)cc1O
7% | x | -1.0 | -6% | -20% | 7% | 10% | 1% | -1% | CCCCCCC(=O)Nc1cc2nc3c(nc2cc1C)c(=O)n(C)c(=O)n3C
0% | x | -0.1 | -3% | -20% | -2% | 5% | -7% | 52% | CCOc1ccc(NC(=O)Cc2ccc(NC(=O)N3CCCCc4ccccc43)cc2)cc1

# (cont.)
SMILES,POLK inh,APEX1 inh,TRHR ag,ERG Ets-DNA blk,12-LOX inh,Anesthetic bind,POLI inh,BLM helicase inh,POLB inh
Cc1ccc(NC2=CC(=O)CC(C)(C)C2)c(N)c1,-10%,1%,-0.3,3%,0%,-18%,4%,-8%,2%
CC(=O)N1CCOc2ccc(S(=O)(=O)NC[C@H]3O[C@@H](n4cnc5c(N)ncnc54)[C@H](O)[C@@H]3O)cc21,5%,16%,x,-1%,-10%,x,46%[activator],x,x
COc1cc(CCc2ccccc2)c(C(=O)O)c(O)c1CC=C(C)C,-21%,x,x,-4%,u,x,-2%,x,x
Nc1cc(-c2ccc(Cl)cc2)nn1S(=O)(=O)c1ccc(Cl)cc1,-13%,-2%,0.2,-7%,u,-22%,-21%,-9%,5%
Cc1cc(C)cc(NC(=O)c2cccnc2)c1,-13%,14%,-1.0,-14%,2%,-6%,164%[activator],-4%,4%
CCCc1cc(=O)[nH]c(SCC(=O)N2CCOCC2)n1,2%,34%,0.2,-12%,-2%,2%,29%,-1%,-1%
O=C(COc1ccccc1)NCCS(=O)(=O)N1CCN(c2ccccc2)CC1,-3%,-9%,-0.3,-4%,0%,x,19%,x,x
CCc1ccccc1NC(=O)Nc1ccsc1C(=O)OC,-12%,32%,-0.6,-7%,476%[activator],-16%,-10%,-11%,-1%
CC(=O)Nc1ccc(NC(=O)CN(C)CCC#N)cc1,5%,22%,0.4,-8%,-20%,-8%,20%,-1%,13%
CC1(C)CC2(CC(c3cccs3)c3cc(Cl)c(O)cc3O2)NC(=S)N1 (stereo not drawn),-16%,-6%,0.6,-7%,u,-11%,14%,-8%,u
CCC(C)NCC(O)(c1ccc(Cl)cc1)c1ccc(Cl)cc1 (stereo not drawn),1%,0%,1.4,-15%,7%,-12%,4%,-2%,-1%
O=C(c1cnsn1)N1CCN(c2ccccn2)CC1,0%,0%,0.4,-2%,u,-13%,-8%,-1%,-2%
N#Cc1cn(N2CCCCC2)c(=O)[nH]c1=O,-8%,33%[activator],0.5,0%,0%,5%,20%,-1%,-1%
COc1cc(C(=O)NCC(=O)N/N=C/c2cccs2)cc(OC)c1OC,-4%,5%,0.2,-13%,2%,-2%,12%,1%,19%
COc1ccc(CCNC(=O)CSc2nnc(CNC(=O)c3cc(OC)c(OC)c(OC)c3)o2)cc1OC,-6%,-19%,0.3,-13%,-26%,-3%,-23%,-1%,8%
COCCN1CCn2c(nc3cc(NC(C)=O)ccc32)C1,-9%,-5%,0.7,5%,-4%,1%,-11%,-9%,15%
COc1ccccc1/C=C/C=C1\Oc2c(ccc(O)c2CN(C)C)C1=O,-11%,-6%,17,-7%,u,149%[activator],-10%,1%,u
CC1=C(C(=O)Nc2ccc(Cl)cc2)C(c2ccncc2)C(C#N)=C(SCC(N)=O)N1 (stereo not drawn),-1%,-2%,-1.1,x,u,-12%,27%,-3%,-2%
CCc1c(C)[nH]n(-c2ccc(Oc3ccccc3)c(S(=O)(=O)O)c2)c1=O,35µM*,u,0.4,-3%,x,-13%,18µM*,3%,25µM*
O=[N+]([O-])c1ccccc1/C=N/NC1=NCCN1,-2%,x,x,-2%,0%,x,-12%[58.9 µM],x,x
CCOc1ccccc1CNC(=O)c1ccc2nc(N3CCOCC3)sc2c1,0%,25%,-1.4,11%,-1%,0%,15%,-4%,u
C/C(=C\C(=O)c1ccccc1)Nc1cccc(O)c1,-11%,0%,0.3,x,-23%,-11%,u,-4%,18%
Cc1c(NC(=O)C(C)OC(=O)[C@@H](NC(=O)c2ccccc2)C(C)C)c(=O)n(-c2ccccc2)n1C (stereo partly drawn),-4%,0%,-0.6,2%,1%,-8%,34%,-7%,32%
CC(C)(C)OC(=O)N1CCC(c2nnc(SCc3ccccc3)o2)CC1,-16%,x,-1.6,2%,-8%&1%,7%,0%,-1%,-1%
CCCCCCn1nc(C(=O)N(CCOC)c2c(N)n(CCCC)c(=O)[nH]c2=O)c2ccccc2c1=O,-3%,31%,-0.4,8%,8%,x,59%[activator],x,x
O=C(O)c1cccc(Nc2ccc3nonc3c2[N+](=O)[O-])c1,-19%,20%,0.2,-1%,u,-14%,13%,0%,1%

# Assay outcomes (PubChem BioAssay)

# An excerpt; rates above refer to the full screens.
